POLK inh – qHTS for Inhibitors of Polymerase Kappa. DNA polymerase kappa (Homo sapiens), Q9UBT6. purified Pol kappa, fluorescent DNA synthesis assay, 10 min. Potency, µM (highest dose often 107 µM), for inactives: top-dose activity, negative = inhibition, most hits filed as inhibitors. actives 0.53% (n = 400,000); further: on the % scale 0 is the no-effect control and ±100 the full control effect
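10 nM Pol kappa preincubated 15 min at room temperature with compounds, then reaction started with substrate at 50 nM final. Fluorescence read kinetically at 0 and 10 min; buffer-only wells served as negative control.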
Pol iota inh – qHTS for Inhibitors of Polymerase Iota; Potency, µM (titrated, usually from 115 µM), without a hit: at the highest dose activity, negative = inhibition, actives largely listed as inhibitors; AID 588590, 2011; Pol iota fluorescent replication assay, 10 min; actives 1% (n = 390,000)
Target sequence (Q9UNA4 whole entry, looked up): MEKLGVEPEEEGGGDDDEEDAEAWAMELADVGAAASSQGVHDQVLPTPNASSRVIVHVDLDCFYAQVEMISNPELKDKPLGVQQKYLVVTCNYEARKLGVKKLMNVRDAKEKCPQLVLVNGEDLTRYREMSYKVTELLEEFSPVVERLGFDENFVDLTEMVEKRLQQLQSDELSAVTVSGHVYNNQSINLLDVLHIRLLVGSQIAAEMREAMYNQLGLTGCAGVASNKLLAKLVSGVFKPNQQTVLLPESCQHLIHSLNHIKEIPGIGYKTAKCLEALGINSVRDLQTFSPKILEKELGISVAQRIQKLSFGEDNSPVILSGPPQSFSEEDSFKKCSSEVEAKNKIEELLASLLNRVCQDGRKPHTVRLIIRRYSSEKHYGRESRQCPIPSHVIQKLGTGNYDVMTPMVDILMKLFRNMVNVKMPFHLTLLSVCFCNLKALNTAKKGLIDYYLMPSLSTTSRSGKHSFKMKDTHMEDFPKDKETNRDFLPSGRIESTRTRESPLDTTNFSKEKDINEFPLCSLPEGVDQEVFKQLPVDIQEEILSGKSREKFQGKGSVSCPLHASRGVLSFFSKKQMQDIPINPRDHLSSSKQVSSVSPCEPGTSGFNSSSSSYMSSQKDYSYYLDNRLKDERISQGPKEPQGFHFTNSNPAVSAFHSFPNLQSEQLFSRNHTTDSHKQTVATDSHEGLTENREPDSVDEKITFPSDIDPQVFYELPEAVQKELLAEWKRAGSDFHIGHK
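Pol iota at 10 nM preincubated 15 min with compounds at room temperature; reaction started with fluorescent substrate, 50 nM final. Fluorescence read kinetically at 0 and 10 min; buffer-only wells as negative control.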
An asterisk follows results filed as active; ? = inconclusive; [ ] = dose if it differs, or a comment. The call rests on the fitted dose curve; in most records, active means well fitted inhibition curve with a large enough effect; inconclusive means small, poorly fitted or top-dose-only effect, or another doubt; inactive means no such curve, though single readings can be large or run the other way. Potency means the concentration at half of the fitted maximal effect. An excerpt; the hit share may differ from the screen's.

SMILES,POLK inh,Pol iota inh
CCOC(=O)c1ccc(S(=O)(=O)N2CCN(c3nc(-c4ccccc4)nc4ccccc34)CC2)cc1,-15.6%,6.9%
C=C1C=C(C)n2ncc(C(=O)Nc3ccc(C)cn3)c2N1,-1.4%,?
NC(=O)COC(=O)c1ccccc1OCC(=O)Nc1ccc(Br)cc1,7.6%,-26.7%
COc1ccc(CCn2c3c(c(=O)[nH]c2=S)CN(Cc2ccccc2)CN3)cc1OC,-16.9%,?
CCN(N=O)c1ccc(/C=C/c2ccnc3ccccc23)cc1,-2.4%,23.6%
Brc1cccc[n+]1C/C=C/C[n+]1ccccc1Br,-8.0%,16.0%
N#Cc1ccc[n+](CC(=O)c2ccc(F)cc2)c1,1.8%,8.9%
CCc1nnc(NC(=O)C2CCCN(C(=O)c3ccoc3)C2)s1 (stereo not given),2.2%,31.6%[activator]
O=C(COc1ccccc1C(=O)NCc1ccccc1)Nc1ccc(Br)cc1,5.9%,-14.8%
c1ccc(Cn2sc(=Nc3ccccc3)nc2-c2ccccc2)cc1,-11.1%,7.8%
O=c1[nH]c2c(-c3nc(-c4ccc(F)cc4)cs3)c(O)cn2c2ccc(Br)cc12,-44.5%,?
CCOC(=O)CSc1nc2cc(OC)c(OC)cc2cc1C#N,-10.7%,21.3%
O=Cc1ccc(/C=C2\C=Cc3ccccc32)cc1,2.3%,-3.3%
COc1ccc(CCn2c(=S)[nH]c(=O)c3nccnc32)cc1OC,-21.1%,2.7%
CCCC(=O)N(C)c1ccc(/C=C2\C=Cc3ccccc32)cc1,-6.3%,0.4%
CN(C)c1c(Br)cc(C=O)cc1Br,2.9%,8.8%
CN(C)CCCNc1cc(N2CCN(C)CC2)ncn1,-2.2%,4.1%
CN(C)c1ccc(C=NC2CCc3ccccc32)cc1 (stereo not given),11.1%,15.7%
O=C(C[n+]1cccc2cc(Cl)ccc21)c1ccc2ccccc2c1,-4.7%,4.5%
COc1cc2c(NC3CCN(C)CC3)nc(N3CCCN(C)CC3)nc2cc1OCCN(C)C,-7.2%,?
CCc1sc(-c2cc3ccccc3oc2=O)nc1-c1ccc(C)cc1,4.4%,31.4%[activator]
COC(=O)c1ccccc1NC(=O)c1cnn2c1NC(=C1CC1)C=C2C(F)F,3.4%,18.1%
O=C(CNC1=NCCS1)c1c[nH]c2ccccc12,-9.0%,-18.9%
CCCCCCC1(C)NC(c2ccc3c(c2)OCO3)=CC(c2ccccc2O)N1 (stereo not given),-16.8%,?
CCCCNC(=O)[C@@H]1CC=C[C@@H]2CCN(C3CCCCC3)C(=O)[C@@H]21,12.9%,42.0%[activator]
COc1ccc(/C=C2/C=Cc3ccccc32)cc1,-11.1%,-3.5%
C=C(c1ccc2ccccc2n1)c1cccs1,-21.6%,75.4%[activator]
CCCN1CNc2c(c(=O)[nH]c(=S)n2CCc2c(OC)cccc2OC)C1,-3.5%,2.8%
Cc1[nH]c2ccccc2c1C(=O)COC(=O)c1ccccc1SCC(=O)N1CCCC1,2.9%,-15.8%
CCCN1CNc2c(c(=O)[nH]c(=S)n2CCc2ccc(OCC)c(OCC)c2)C1,-11.0%,0.3%

SMILES,POLK inh,Pol iota inh
CC(C)(C)CC(C)(C)N=C1Nc2cc(Cl)c(Cl)cc2N[C@]12C[C@H]1CCCC(=O)N3CC[C@@H](C2)[C@@H]13,-16.8%,?
CC[n+]1cccc(Br)c1,-3.2%,3.3%
CCC(C)NC(=O)c1ccc2nc(-c3cccs3)c(-c3cccs3)nc2c1 (stereo not given),0.6%,?
CCCCCCCCCCCCCC(=O)Nc1ccc(/C=C/c2ccnc3ccccc23)cc1,-27.7%,?
COc1ccc(OC)c(/C=C2\C=Cc3ccccc32)c1,-32.8%,18.5%
CCCCCc1ccc(-c2cn(Cc3ccc4c(c3)C(=O)c3ccccc3C4=O)nn2)cc1,-8.6%,31.0%[activator]
CC(C)(C)OC(=O)N1CCN(c2nc(-c3cccs3)nc3ccccc23)CC1,0.3%,15.9%
NS(=O)(=O)c1ccc(NC(=O)CSc2nnc3c(n2)[nH]c2ccccc23)cc1,4.0%,6.8%
CCOc1ccc(NC(=O)CSc2nnc3c(n2)[nH]c2ccc(S(=O)(=O)N4CCCCC4)cc23)cc1,-37.0%,-14.6%
CCc1ccc2[nH]c(=O)c(CN(Cc3cccnc3)Cc3nnnn3Cc3ccccc3)cc2c1,-20.6%,-0.6%
CN(CC(=O)O)c1ccc(/C=C/c2ccnc3ccccc23)cc1,5.6%,32.3%[activator]
CN(C)c1ccc(/C=C/c2cc[n+](C)c3ccc4ccccc4c23)cc1,-33.8%,-8.2%
CN(C)c1ccc(/C=C/c2cnnc3ccccc23)cc1,-3.9%,19.1%
CCCCCCCCCCCCCCCCOC(=O)N1CCN(/[N+]([O-])=N/Oc2ccc([N+](=O)[O-])cc2[N+](C)=O)CC1,7.8%,?
Brc1cccc[n+]1CCCC[n+]1ccccc1Br,-5.6%,?
CC(=O)c1nc(N2CCN(S(=O)(=O)c3ccc(C)cc3)CC2)c2ccccc2n1,-10.9%,-22.1%
CCCCCCCCCCCCCCCC[n+]1ccc(/C=C/c2c[nH]c3ccccc23)cc1,11.4%,?
CCN(CC)CCCOc1cc2nc(N3CCCN(C)CC3)nc(NC3CCN(C)CC3)c2cc1OC,-14.1%,?
Cc1ccc(-c2csc(NC(=O)C3CC(=O)N(c4ccc5c(c4)OCCO5)C3)n2)o1 (stereo not given),0.2%,-9.9%
Cc1cnccc1/C=C/c1ccc(N)cc1,9.3%,28.6%
COc1ccc(C(=O)C[n+]2cccc3cc(Cl)ccc32)cc1,?,?
c1ccc(CC[n+]2ccncc2)cc1,-8.6%,7.2%
COc1ccc(CN2C(=O)N(c3ccccc3)C(=O)C2c2ccccc2)cc1COc1ccc(NC(C)=O)cc1 (stereo not given),-1.4%,?
C=CCn1c(SCC#N)nc2cc(Cl)ccc2c1=O,2.8%,34.5%[activator]
COc1ccc(CN(Cc2ccccc2)C(=O)CN2CCN(C)CC2)cc1COc1ccc(NC(C)=O)cc1,-11.1%,?
CC(=O)NC1=CC(=O)c2nonc2C1=O,?,-84.4%
O=C(C[N+]12CCCc3cccc(c31)CCC2)c1ccc2ccc3cccc4ccc1c2c34,-11.4%,59.4%[activator]
CNc1ccc(C=O)cc1I,-3.4%,2.3%
Cc1c2ccccc2cc[n+]1C,-1.9%,30.1%[activator]
CNc1ccc(C=C2c3ccccc3-c3ccccc32)cc1,-11.3%,9.6%

SMILES,POLK inh,Pol iota inh
COc1cccc(OCc2cc(C3Nc4ccccc4C(=O)N3Cc3ccccc3)ccc2OC)c1 (stereo not given),0.0%,-7.7%
COc1ccc(/C=C/C(=O)c2cc(C(=O)/C=C/c3ccc(OC)cc3)c(O)cc2O)cc1,5.7%,3.2%
COC(=O)[C@@H]1[C@H]2SC(C)(C)[C@H](C(=O)OC)N2C(=O)N1Cc1cc2ccccc2n1S(=O)(=O)c1ccccc1,-6.5%,3.4%
CN(C)c1ccc(/C=C/c2cncc3ccccc23)cc1,-2.9%,17.2%
c1ccc2nc3c(cc2c1)CCCC3,-26.2%,-4.8%
Cc1ccc2oc(-c3cccc(NC(=O)COc4ccc(Cl)cc4)c3C)nc2c1,-6.2%,-23.3%
COc1cc(OC)c(OC)cc1/C=C/c1nccc2ccccc12,-21.3%,?
COc1ccc(NC(=O)COc2ccccc2C(=O)Nc2ccccc2)cc1,7.9%,46.1%[activator]
Cc1ccc2nc(/C=C/c3ccc(N(C)C)cc3)ccc2c1,7.0%,64.3%[activator]
O=C(C[n+]1ccccc1Cl)c1cccc([N+](=O)[O-])c1,-5.3%,20.2%
O=C(C[n+]1ccc2ccccc2c1)c1ccc(F)cc1,-0.5%,1.7%
Cc1nc2n(c(=O)c1CCN1CCC(c3noc4cc(F)ccc34)CC1)CCC[C@@H]2O,10.9%,7.3%
CCOc1cc2ccccc2cc1C(=O)OCC(=O)Nc1ccc(Br)cc1,-14.0%,22.8%
Cc1[nH]c2ccccc2c1C(=O)C(=O)N(C)c1ccccc1,-21.8%,27.1%
COc1ccc(C2Nc3ccccc3C(=O)N2c2ccc(Cl)cc2)cc1COc1ccc(NC(C)=O)cc1 (stereo not given),-6.1%,7.6%
CCC1(C)NC(c2ccc3c(c2)OCO3)=CC(c2ccccc2O)N1 (stereo not given),-17.3%,?
COc1ccc(/C=C/c2cnc3ccccc3n2)cc1OC,-14.2%,-1.4%
O=c1[nH]c(=S)c2[nH]cnc2[nH]1,-4.6%,-19.5%
COc1ccc(OC)c(C(Cc2ccnc3ccccc23)Cc2ccnc3ccccc23)c1,-6.1%,-1.9%
COc1ccc(CN(Cc2ccccc2)C(=O)c2cccc(C#N)c2)cc1COc1ccc(NC(C)=O)cc1,6.7%,-1.3%
O=S(=O)(c1cccc(F)c1)N1CCN(c2nc(-c3cccs3)nc3ccccc23)CC1,7.2%,19.9%
N#Cc1nc(N(c2ccccc2)c2ccccc2)nc(-n2cccc2)n1,-7.9%,-15.5%
CCCCOc1ccc(CC(=O)N(C)OC)cc1,-7.2%,44.0%[activator]
CC(C)c1ccc(/C=C2\C=Cc3ccccc32)cc1,-3.6%,27.4%
C[N+]1(CC(=O)c2cccc([N+](=O)[O-])c2)CCOCC1,-1.4%,18.3%
CN(C)c1ccc(-c2ccc(CCO)cc2)cc1,-41.6%,?
COC(=O)[C@H](C)NS(=O)(=O)C1CC1,5.8%,8.6%
C[n+]1ccc(C(c2c[nH]c3ccccc23)c2cc[n+](C)c3ccccc23)c2ccccc21,79.4µM*,89.1µM*
NCC(=O)c1c[nH]c2ccccc12,-22.7%,?
Cc1ccc2nc(-c3ccc(C)o3)c(Nc3ccccc3)n2c1,6.3%,4.4%

Compounds from the list above that contain a tert-butyl group, in the order listed:
SMILES,POLK inh,Pol iota inh
CC(C)(C)CC(C)(C)N=C1Nc2cc(Cl)c(Cl)cc2N[C@]12C[C@H]1CCCC(=O)N3CC[C@@H](C2)[C@@H]13,-16.8%,?
CC(C)(C)OC(=O)N1CCN(c2nc(-c3cccs3)nc3ccccc23)CC1,0.3%,15.9%

Four entries out of the list above, sorted by the value under POLK inh, low to high.
SMILES,POLK inh,Pol iota inh
C=C(c1ccc2ccccc2n1)c1cccs1,-21.6%,75.4%[activator]
COc1cc2c(NC3CCN(C)CC3)nc(N3CCCN(C)CC3)nc2cc1OCCN(C)C,-7.2%,?
O=C(COc1ccccc1C(=O)NCc1ccccc1)Nc1ccc(Br)cc1,5.9%,-14.8%
COc1ccc(CN(Cc2ccccc2)C(=O)c2cccc(C#N)c2)cc1COc1ccc(NC(C)=O)cc1,6.7%,-1.3%

Reprinted from the listing (2 entries):
SMILES,POLK inh,Pol iota inh
Brc1cccc[n+]1C/C=C/C[n+]1ccccc1Br,-8.0%,16.0%
N#Cc1ccc[n+](CC(=O)c2ccc(F)cc2)c1,1.8%,8.9%

The results go on:
SMILES,POLK inh,Pol iota inh
CC(=O)c1ccc[n+](C(C)CCC(C)[n+]2cccc(C(C)=O)c2)c1 (stereo not given),?,64.0%[activator]
O=[N+]([O-])c1ccc(Cl)c(S(=O)(=O)/N=C(/Sc2ccc(Br)cc2)c2ccccc2)c1,-13.4%,18.5%
C=C1C=C(C(F)F)n2ncc(C(=O)NCc3ccccc3OC)c2N1,12.1%,7.9%
O=C(NCCc1ccccc1)[C@@H]1CC=C[C@@H]2CCN(C3CC3)C(=O)[C@@H]21,-9.2%,-3.1%
CCCCCCCN(CCCCCCC)c1ccc(/C=C/c2ccnc3ccccc23)cc1,-1.8%,27.9%
CCNC(=O)c1c(NC(=O)c2nc(SC)ncc2Cl)sc2c1CCCC2,-10.8%,-12.2%
O=C(C[n+]1ccccc1Cl)c1ccc(F)cc1,-5.0%,-4.1%
Cc1ccc(-c2nc(=Nc3ccccc3)sn2-c2ccccc2)cc1,-2.0%,14.4%
CCc1ccc2[nH]c(=O)c(CN(Cc3ccco3)Cc3nnnn3Cc3ccco3)cc2c1,-45.0%,?
C(=C\c1ccnc2ccccc12)/c1ccc(N(Cc2ccccc2)Cc2ccccc2)cc1,9.4%,36.5%[activator]
O=C(COc1ccccc1C(=O)Nc1cccc(F)c1)Nc1ccc(Br)cc1,-0.3%,-9.6%
CCOc1ccc(C=Nc2ccc(/C=C/c3ccnc4ccccc34)cc2)cc1OCC,-9.1%,-9.0%
C[N+]1(CC(=O)c2ccc(-c3ccccc3)cc2)CCOCC1,0.5%,42.6%[activator]
c1ccc2nc(-c3cc4ccccc4s3)ccc2c1,-3.1%,4.6%

Quoted from the listing:
CNc1ccc(C=C2c3ccccc3-c3ccccc32)cc1 – POLK inh: -11.3%
COc1cccc(OCc2cc(C3Nc4ccccc4C(=O)N3Cc3ccccc3)ccc2OC)c1 (stereo not given) – Pol iota inh: -7.7%
CCCCCCCN(CCCCCCC)c1ccc(/C=C/c2ccnc3ccccc23)cc1 – Pol iota inh: 27.9%
CCCCCCCCCCCCCCCCOC(=O)N1CCN(/[N+]([O-])=N/Oc2ccc([N+](=O)[O-])cc2[N+](C)=O)CC1 – POLK inh: 7.8%

High-throughput results from PubChem BioAssay.
